DENV2 CPE = inhibitors of DENV2 cytopathic effect, primary screen, cell-based, plate reader, single concentration. 1.7% of 350,000 active. CPE inhibition, % at 9.99 µM. DENV2-infected cells, cytopathic effect rescue; in the data active means CPE inhibition above about 20%, passing the limit was not always enough; inconclusive means no clear call, values can overlap the other calls; tested in BHK-21 cells;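 further: 0% = median of neutral control wells and 100% = median of positive control wells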
ARNT-TACC3 inh = disruptors of ARNT/TACC3 protein interaction, primary screen, biochemical, AlphaScreen, single concentration; Transforming acidic coiled-coil-containing protein 3 (Homo sapiens), Q9Y6A5; AlphaScreen His-ARNT PAS-B/GST-TACC3 binding, luminescence; TACC3 fragment carries E629A point mutation; inhibition, % at 9.99 µM; 0.66% of 390,000 active;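 active means mean inhibition of replicates at least 50% and at least half of replicates each reaching 50%; inconclusive means half or more replicates reach 50% but mean below 50%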;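 further: 0% = complete ARNT plus TACC3 wells and 100% = ARNT alone without TACC3; many hits fall short of the cut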
CASP6 VEID inh = human caspase-6 inhibitors, primary screen, biochemical, VEID-R110 fluorescence, single point, set 2. P55212. purified caspase-6, Z-VEID-R110 cleavage fluorescence. inhibition, % at 12.5 µM. 0.53% of 350,000 active;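 active means mean inhibition across replicates at least about 35%, with every replicate also reaching that limit, limit read from the data; inconclusive means only one of the two criteria met; inactive means neither criterion met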;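 further: 0% = median of neutral control wells and 100% = no fluorescence left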
Target sequence (P55212 24-179 limits assumed): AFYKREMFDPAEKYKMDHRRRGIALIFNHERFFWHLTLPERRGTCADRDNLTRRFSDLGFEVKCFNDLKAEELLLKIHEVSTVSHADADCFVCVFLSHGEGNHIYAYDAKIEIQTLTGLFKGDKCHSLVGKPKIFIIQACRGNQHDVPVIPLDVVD
Target sequence (P55212 194-293 limits assumed): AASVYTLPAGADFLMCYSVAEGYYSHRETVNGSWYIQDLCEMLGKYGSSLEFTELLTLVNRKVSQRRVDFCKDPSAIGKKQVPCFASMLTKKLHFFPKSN
SIRT5 inh = SIRT5 desuccinylase inhibitors, primary screen, biochemical, fluorescence imaging, single point, set 5; Purified SirT5, succinyl-peptide AMC, trypsin-coupled fluorescence; 1.1% of 330,000 active; NAD-dependent protein deacylase sirtuin-5, mitochondrial (Homo sapiens), Q9NXA8; inhibition, % at 15 µM; in the data active means inhibition above about 15%; inconclusive means no clear call, values can overlap the other calls
Target sequence (Q9NXA8 whole entry, looked up): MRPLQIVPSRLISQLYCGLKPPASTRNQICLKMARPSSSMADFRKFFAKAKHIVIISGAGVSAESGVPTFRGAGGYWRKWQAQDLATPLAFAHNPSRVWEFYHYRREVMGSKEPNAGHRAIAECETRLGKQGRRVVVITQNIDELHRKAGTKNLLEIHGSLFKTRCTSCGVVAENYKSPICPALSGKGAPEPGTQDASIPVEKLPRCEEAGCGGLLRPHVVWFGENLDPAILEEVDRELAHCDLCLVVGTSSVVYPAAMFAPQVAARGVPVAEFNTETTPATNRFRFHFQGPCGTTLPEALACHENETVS
LGR2 inh = inhibitors of bursicon-induced LGR2 CRE-luciferase signal, primary screen, cell-based, HEK293, CRE-luciferase reporter, bursicon stimulation. 0.35% of 380,000 active. Drosophila bursicon receptor LGR2 (rickets). inhibition, % at 9.99 µM. bursicon-stimulated, 4 h. AID 720647, 2013;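 active means drop in luminescence signal, shown as inhibition above about 50% in the replicate tests, limit read from the data, passing the limit was not always enough; inconclusive means probably only some replicates passing the limit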;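 further: agonist challenge used bursicon conditioned medium at about half maximal strength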
PAX8 inh HTS = inhibitors of PAX8-driven TPO luciferase reporter, primary screen, RMG-I cells, single concentration; SteadyGlo, 24 h; 1.2% of 360,000 active; inhibition, % at 12.6 µM;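 active means mean replicate inhibition at least 60% with every replicate also reaching 60%; inconclusive means only one of the two criteria is met; inactive means mean below 60% and not all replicates reaching 60%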;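 further: luciferase light reporting Pax8 driven TPO promoter activity; plate controls were median of neutral control wells for no effect and mitoxantrone controls for full effect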
EWS-Fli inh = EWS/Fli-driven NR0B1 reporter inhibitors, primary screen, A673 cells, NR0B1 luciferase, luminescence, MLPCN library | 0.67% of 350,000 active | inhibition, % at 12.6 µM | viability-normalised;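 active means mean inhibition of at least 50% after viability correction, with every replicate also passing that limit; inconclusive means mean reaches 50% but only one of two replicates passes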;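 further: firefly luciferase signal divided by Alamar Blue viability fluorescence both relative to DMSO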
Active calls of the source: *; ? = inconclusive; . = no result given.

SMILES	DENV2 CPE	ARNT-TACC3 inh	CASP6 VEID inh	SIRT5 inh	LGR2 inh	PAX8 inh HTS	EWS-Fli inh
O=C(NCc1ccc(Cl)cc1)c1ccc(NC(=O)C2CCCO2)cc1 (stereo not given)	-1	-4	-2	0	-8	-3	-10
COc1ccc(CNC(=O)COC(=O)c2ccc(F)c(S(=O)(=O)N3CCOCC3)c2)cc1	4	6	-1	0	11	0	0
CCC(=O)N(C)C[C@@H]1Oc2cc(-c3cncnc3)ccc2S(=O)(=O)N([C@H](C)CO)C[C@H]1C	-3	-2	1	-5	5	.	-18
CCCOc1ccc(C2=CSC3=NCCN23)cc1	3	-2	-7	-3	4	11	11
Cn1cnc(S(=O)(=O)N2CCCCN3[C@H](C2)[C@@H](c2ccc(-c4ccccc4F)cc2)[C@@H]3CO)c1	?	-7	-1	-2	-12	-22	-5
COc1ccc(NC(=O)N(C)C[C@@H]2Oc3c(NS(=O)(=O)c4ccc(C)cc4)cccc3C(=O)N([C@H](C)CO)C[C@@H]2C)cc1	-5	-3	5	10	1	20	2
Cc1cccc(NC(=O)CC2C(=O)NC3CCCCC3N2C(=O)c2ccccc2Cl)c1 (stereo not given)	3	-8	2	.	-1	21	2
Cc1nc2nc(C)c(C)nc2nc1C	14	.	1	.	-4	10	10
COc1ccc(-c2[nH][nH]c(=O)c2NC(=O)c2ccccc2Br)cc1	-4	.	2	-3	-11	5	-3
O=C(NCCCN1CCOCC1)C1CCN(S(=O)(=O)c2c(Cl)cccc2Cl)CC1	-3	-2	1	-3	-25	-2	1
C[C@@H]1CN([C@H](C)CO)C(=O)c2cc(NC(=O)CCCN(C)C)ccc2O[C@H]1CN(C)C(=O)NC1CCCCC1	2	-8	1	-3	5	2	.
O=C(COC(=O)c1n[nH]c(=O)c2ccccc12)Nc1ccccc1	-6	-1	4	19*	3	1	-5
CO[C@@H]1CN(C)C(=O)c2cc(NC(=O)Nc3ccc(Cl)cc3)ccc2OC[C@@H](C)N(C(=O)Nc2c(C)noc2C)C[C@@H]1C	.	7	.	.	3	3	-13
CCN(CC)P(=O)(Nc1ccccc1Br)c1ccc(N(C)C)cc1NC(=O)c1ccco1 (stereo not given)	0	0	-3	0	19	18	12
CCc1cc(=O)oc2cc(C)cc(OC(C)C(=O)NCCCN3CCOCC3)c12 (stereo not given)	-6	-5	-3	-5	-3	6	3

The final 5 entries of the section above open the next one.
SMILES	DENV2 CPE	ARNT-TACC3 inh	CASP6 VEID inh	SIRT5 inh	LGR2 inh	PAX8 inh HTS	EWS-Fli inh
C[C@@H]1CN([C@H](C)CO)C(=O)c2cc(NC(=O)CCCN(C)C)ccc2O[C@H]1CN(C)C(=O)NC1CCCCC1	2	-8	1	-3	5	2	.
O=C(COC(=O)c1n[nH]c(=O)c2ccccc12)Nc1ccccc1	-6	-1	4	19*	3	1	-5
CO[C@@H]1CN(C)C(=O)c2cc(NC(=O)Nc3ccc(Cl)cc3)ccc2OC[C@@H](C)N(C(=O)Nc2c(C)noc2C)C[C@@H]1C	.	7	.	.	3	3	-13
CCN(CC)P(=O)(Nc1ccccc1Br)c1ccc(N(C)C)cc1NC(=O)c1ccco1 (stereo not given)	0	0	-3	0	19	18	12
CCc1cc(=O)oc2cc(C)cc(OC(C)C(=O)NCCCN3CCOCC3)c12 (stereo not given)	-6	-5	-3	-5	-3	6	3
C1CCC(NC2=NCCO2)CC1	-2	.	8	.	5	-6	-1
CC(C)NC(=O)N(C)C[C@@H]1Oc2ccc(NS(=O)(=O)c3ccc(F)cc3)cc2C(=O)N([C@H](C)CO)C[C@H]1C	.	.	.	.	-15	-6	6
Cn1cc(S(=O)(=O)NC2CCCCCC2)c(=O)n(C)c1=O	-2	0	4	1	7	-12	-3
CCN(C(=O)c1ccc(S(=O)(=O)N2CCCCC2)cc1)C1CCS(=O)(=O)C1 (stereo not given)	-6	-3	-6	-2	-23	-7	10
CC(C)Oc1ccc(CN=C(N)N=C(N)N)cc1Cl	1	23	-1	2	-11	11	7
O=C(Nc1ccccc1N1CCOCC1)c1cccnc1	.	-2	.	-1	-5	22	-3
N#CC(C#N)=C1C=C2C=C(N3CCOCC3)CCC2CC1 (stereo not given)	-5	.	-2	1	.	5	38
O=C(CSc1nc2cc(Cl)ccc2s1)N1CCCc2ccccc21	2	-4	-2	-7	1	.	2
CCCC(=O)Nc1ccc2c(c1)C(=O)N(C)[C@@H]1CC[C@@H](CC(=O)O)O[C@@H]1CO2	0	-14	0	1	7	-2	-7
CCOc1ccc(NC2CCCCC2NS(=O)(=O)c2ccccc2)cc1 (stereo not given)	-2	12	-1	-1	-2	-20	-11
C[C@@H]1CN([C@@H](C)CO)C(=O)c2cc(NC(=O)C3CC3)ccc2O[C@H]1CN(C)Cc1ccncc1	4	-3	-3	-2	-2	-11	-8
CCOC(=O)N1CCN(c2c(NCCCN3CCCC(C)C3)c(=O)c2=O)CC1 (stereo not given)	0	30	-8	0	10	-3	-4
NCCS(=O)(=O)O	-4	-4	0	0	-5	23	0
COc1ccc(C(=O)COC(=O)CN2C(=O)NC3(CC(C)CC(C)(C)C3)C2=O)c(OC)c1 (stereo not given)	-2	4	1	1	-22	5	1
O=C(COc1ccc(-c2ccccc2)cc1)NNC(=O)Nc1ccc(F)cc1F	2	-15	4	0	-2	-2	-2

Structures listed so far printed as active in SIRT5 inh:
SMILES	DENV2 CPE	ARNT-TACC3 inh	CASP6 VEID inh	SIRT5 inh	LGR2 inh
O=C(COC(=O)c1n[nH]c(=O)c2ccccc12)Nc1ccccc1	-6	-1	4	19*	3

2 successive entries from above, quoted:
SMILES	DENV2 CPE	ARNT-TACC3 inh	CASP6 VEID inh	SIRT5 inh	LGR2 inh	PAX8 inh HTS	EWS-Fli inh
CC(C)NC(=O)N(C)C[C@@H]1Oc2ccc(NS(=O)(=O)c3ccc(F)cc3)cc2C(=O)N([C@H](C)CO)C[C@H]1C	.	.	.	.	-15	-6	6
Cn1cc(S(=O)(=O)NC2CCCCCC2)c(=O)n(C)c1=O	-2	0	4	1	7	-12	-3

New compounds follow
SMILES	DENV2 CPE	ARNT-TACC3 inh	CASP6 VEID inh	SIRT5 inh	LGR2 inh	PAX8 inh HTS	EWS-Fli inh
CCCc1cn(CC[C@@H]2CC[C@H](NC(=O)Cc3cccnc3)[C@@H](CO)O2)nn1	2	-8	1	1	2	1	-38
O=CNc1ccc(OC(=O)c2cncc(Br)c2)cc1	-1	0	0	-3	27	4	6
Cc1nc2ccccc2c(=O)n1/N=C/c1ccc(O)cc1	-4	-13	3	-4	1	.	2
Cc1cc(NC(=O)C(C)C)n(-c2nc3ccccc3s2)n1	-3	4	-4	0	-36	-10	-71
Cc1noc(C)c1S(=O)(=O)Nc1ccc(C(=O)N2CCN(c3ccc(F)cc3)CC2)cc1	-4	.	2	-10	17	-4	10
O=C(Cc1ccccc1)Nc1ccnn1C1CCN(Cc2nccs2)CC1	-3	-14	-2	-3	9	-3	-3
C[C@H]1CN([C@@H](C)CO)S(=O)(=O)c2ccc(/C=C/c3ccccc3)cc2O[C@H]1CN(C)C(=O)Nc1ccc(F)cc1	-4	1	2	-2	11	.	3
Cc1ccccc1-c1nnc(NC(=O)c2ccc(N3C(=O)CCC3=O)cc2)s1	1	-8	0	7	9	5	-1
Cc1ccc(C(=O)Nc2cc(Cl)ccc2-n2cncn2)o1	-4	5	4	0	10	20	5
CS(=O)(=O)N1CCCC(C(=O)Nc2ccc(F)c(F)c2)C1 (stereo not given)	.	1	-5	-4	4	4	9
O=S(=O)(Nc1ccon1)c1ccc(F)c(F)c1	-9	-28	-1	1	8	12	-10
C[C@H]1CN([C@@H](C)CO)C(=O)c2cc(C#CC3CC3)cnc2O[C@H]1CN(C)S(C)(=O)=O	3	-5	2	0	-5	.	-5
CC(=O)N1CC2(C1)[C@@H](c1ccc(-c3cccc(F)c3)cc1)[C@@H](CO)N2CC1CCOCC1	-8	.	1	-2	10	2	2
CCCCC(=O)N(C)c1c(CC)nc2c(OCC(N)=O)cccn12	?	.	1	.	-2	0	-2
CCC1(CC)NC(=O)N(CC(=O)OCC(=O)Nc2sccc2C#N)C1=O	-11	.	4	1	-4	12	11
Cc1ccc(S(=O)(=O)N[C@H]2CC[C@H](CCNC(=O)c3ccc4c(c3)OCO4)O[C@H]2CO)cc1	1	-6	-6	103*	24	5	3
CCOc1ccc(NC(=S)NC(C)CCc2ccccc2)cc1 (stereo not given)	7	-7	-2	-1	-2	8	-2
Cc1cc(C)c2c(=O)n3c(nc2c1)C(C)NC(=O)c1cccnc1-3 (stereo not given)	?	.	3	3	18	0	-1
CC(=O)C1=C(O)C(=O)N(c2ccccn2)C1c1ccccc1[N+](=O)[O-] (stereo not given)	3	-3	5	-3	1	23	-26
CCC1=NN2C(=N)/C(=C/c3c(C)nn(-c4ccccc4)c3Cl)C(=O)N=C2S1	-4	11	2	-4	7	-4	12
COc1ccc(CCN(C)CCc2ccc(OC)c(OC)c2)cc1OC	-13	4	.	-1	-14	-11	4
COc1cc(C=O)ccc1OS(=O)(=O)c1ccc(NC(C)=O)cc1	1	-5	4	-6	-12	36	3
CC(=O)C1C(c2ccc([N+](=O)[O-])cc2)C2C(C)=NN=C2CC1(C)O (stereo not given)	2	1	-3	-2	8	5	3
COc1ccc(-c2nc(CSCC(=O)N3CCN(C)CC3)c(C)o2)cc1OC	-5	.	-2	.	-29	-24	-5
C=CCn1c(SCC(N)=O)nc2sc3c(c2c1=O)CCC3	1	10	-2	-2	-1	8	15
Cc1nc(SCc2ccc(C(=O)O)cc2)c2c(C)c(C)sc2n1	-4	-8	0	-1	-16	21	-31
CCOC(=O)c1c(NC(=O)c2cccnc2Cl)sc(C(=O)N(C)C)c1C	.	-39	.	.	-30	-4	.
CCCCNC(=O)CCC(=O)Nc1ncc(-c2ccc(C)cc2)n1C	.	-1	1	-5	-5	-4	.
O=C(c1ccccn1)N1CC[C@@H]2[C@@H](CO)Nc3ccc(-c4ccc(F)cc4)cc3[C@@H]21	7	9	0	6	-13	-23	-12
CCN(c1ccccc1)S(=O)(=O)c1ccc2c(c1)N(C(C)=O)CCO2	3	-2	-2	-8	4	5	.

Just PAX8 inh HTS and ARNT-TACC3 inh, for some of the entries so far:
Molecule,PAX8 inh HTS,ARNT-TACC3 inh
CCOc1ccc(NC(=S)NC(C)CCc2ccccc2)cc1 (stereo not given),8,-7
Cc1cc(C)c2c(=O)n3c(nc2c1)C(C)NC(=O)c1cccnc1-3 (stereo not given),0,.

(more compounds)
SMILES	DENV2 CPE	ARNT-TACC3 inh	CASP6 VEID inh	SIRT5 inh	LGR2 inh	PAX8 inh HTS	EWS-Fli inh
CCOc1ccccc1NC(=O)COC(=O)C1CCC(=O)N1 (stereo not given)	3	1	0	-3	3	.	-3
N#Cc1ccc(OCC(=O)OCCCOC(=O)COc2ccc(C#N)cc2)cc1	-5	-19	0	-5	-3	-1	5
O=C(CSc1nc(C(F)(F)F)cc(=O)[nH]1)Nc1nccs1	2	-3	-1	-5	-2	.	1
O=C(c1cc2ccccc2cc1O)N1CCN(c2ccccc2O)CC1	5	-8	-2	1	10	24	4
O=C(CSCc1ccc(F)cc1)NCc1ccc2c(c1)OCO2	?	6	3	-4	14	2	3
OCC1(CCOc2ccccc2)CCN(CC2=Cc3cc(Cl)ccc3OC2)CC1	-1	6	-3	-3	19	29	21
COc1ccc(NC(=O)N2CC[C@@H]3[C@@H](CO)N(C)c4ccc(-c5ccccc5F)cc4[C@@H]32)cc1	15	-8	3	5	2	3	4
